HTR5A inv ctr – inverse agonist of human HTR5A in OPRM1-OPRD1 counter-screen; 340,000 compounds, 0.083% hits; P47898; inhibition, % at 9.3 µM; HTR5A cell line, luminescence, inverse agonism; in the data active = inhibition mostly above about 23%, no sharp cut-off; inactive = mostly below about 18%;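 also: 0% = cells with DMSO and 100% = no-cell wells with DMSO; some compounds called inactive have numbers as strong as hits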
MOR-DOR ag – agonists of human mu-delta opioid receptor heterodimerization; 340,000 compounds, 0.3% hits; P35372+P41143; cells, OPRM1-OPRD1 heterodimerization, luminescence; AID 504326; activation, % at 9.3 µM; in the data active = activation above about 18%;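 also: 0% = vehicle-treated cells and 100% = reference agonist; values of inactives mirror those of a sister screen read the other way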
E coli growth – reduces bacterial viability in AddAB counter-screen; E. coli V3065 growth, OD600 absorbance, 18 h; inhibition, % at 11.9 µM; 330,000 compounds, 0.27% hits;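 active = inhibition above the campaign's mean inhibition across all tested compounds plus 3 SD, cut at about 9.9% in these data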;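 also: uninfected addAB+ strain grown without phage in ampicillin broth; 0% = DMSO wells and 100% = ciprofloxacin 0.95 µg/ml wells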
PKA-R1A activ – PKA-R1A complex activation; P00514+P68181; PKA-R1A dissociation, Cy5-IP20 fluorescence polarization; scaled: DMSO 0%, 113 µM cGMP 100%; activation, % at 11.4 µM; 340,000 compounds, 0.083% hits; AID 504707;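 active = percent activation above the mean of all tested compounds plus 3 SD, cut at about 19% in these data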;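 also: higher means more PKAc released from R1A so a rise in polarization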
Pemphigus Ab inh – inhibitors of pemphigus antibody binding to human desmoglein-3; DSG3-coupled beads, scFv-anti-DSG3-GFP binding, flow cytometry; hits give low values; binding (percent of control), % at 10 µM; 310,000 compounds, 0.48% hits; AID 588358;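 active = binding more than 3 SD below its plate's average and above zero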;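 also: hits lower antibody fragment binding to DSG3; some compounds called inactive have numbers as strong as hits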
Target sequence (P32926 whole entry, looked up, the tested form may be a part): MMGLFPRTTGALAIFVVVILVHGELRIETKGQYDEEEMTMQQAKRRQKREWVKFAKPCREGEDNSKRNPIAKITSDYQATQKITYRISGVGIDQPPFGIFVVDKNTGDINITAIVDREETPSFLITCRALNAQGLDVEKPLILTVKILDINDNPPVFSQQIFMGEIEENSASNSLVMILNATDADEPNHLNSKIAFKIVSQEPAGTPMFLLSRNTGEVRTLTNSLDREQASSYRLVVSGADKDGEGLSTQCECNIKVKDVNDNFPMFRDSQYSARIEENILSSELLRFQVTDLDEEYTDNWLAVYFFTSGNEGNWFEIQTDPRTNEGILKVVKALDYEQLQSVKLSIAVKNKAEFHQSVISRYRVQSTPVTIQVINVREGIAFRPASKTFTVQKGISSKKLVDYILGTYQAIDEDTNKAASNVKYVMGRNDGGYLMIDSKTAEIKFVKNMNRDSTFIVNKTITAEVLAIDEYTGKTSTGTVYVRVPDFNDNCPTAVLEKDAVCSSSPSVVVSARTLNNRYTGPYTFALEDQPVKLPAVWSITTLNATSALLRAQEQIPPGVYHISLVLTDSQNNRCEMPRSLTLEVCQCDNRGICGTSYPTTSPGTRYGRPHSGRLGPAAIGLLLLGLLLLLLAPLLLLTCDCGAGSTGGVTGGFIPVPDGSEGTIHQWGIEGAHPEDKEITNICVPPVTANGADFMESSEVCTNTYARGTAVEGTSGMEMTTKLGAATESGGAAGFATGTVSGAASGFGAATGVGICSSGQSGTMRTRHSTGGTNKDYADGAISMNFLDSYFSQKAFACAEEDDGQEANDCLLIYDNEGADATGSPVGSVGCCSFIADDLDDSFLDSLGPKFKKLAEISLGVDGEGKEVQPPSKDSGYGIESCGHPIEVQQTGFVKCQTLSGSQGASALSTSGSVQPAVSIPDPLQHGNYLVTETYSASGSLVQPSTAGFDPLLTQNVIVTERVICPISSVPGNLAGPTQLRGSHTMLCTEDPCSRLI
phage Ecoli inh – E. coli growth loss with phage present. growth absorbance. inhibition, % at 11.9 µM. 360,000 compounds, 0.26% hits. AID 651602; in the data active = inhibition above about 11%
MOR-DOR inv ag – inverse agonist of human OPRM1-OPRD1 heterodimerization | 340,000 compounds, 0.21% hits | AID 504357 | cell-based MOR-DOR heterodimer luminescence, inverse agonism | P35372+P41143 | inhibition, % at 9.3 µM; in the data active = inhibition above about 22%, passing the limit was not always enough;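 also: 0% = cells with DMSO and 100% = wells without cells with DMSO; values of inactives mirror those of a sister screen read the other way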
AddAB inh – less growth of phage-infected E. coli with AddAB; E. coli expressing H. pylori AddAB, absorbance growth; inhibition, % at 11.9 µM; 330,000 compounds, 0.29% hits; AID 435030; in the data active = inhibition above about 12%;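 also: 0% = vehicle wells of infected cells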
HTR5A ag – HTR5A agonism, opioid heterodimer counter-screen; P47898; HTR5A agonist assay, luminescence, cell-based; activation, % at 9.3 µM; 340,000 compounds, 0.61% hits; AID 504692; in the data active = activation mostly above about 9.5%, no sharp cut-off; inactive = mostly below about 7.6%;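 also: 0% = cells with vehicle only and 100% = reference agonist; strong numbers were not always called active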
Mot1-301 SUMO – SUMOylation pathway inhibition by Mot1-301 growth rescue | S. cerevisiae Mot1-301 growth rescue, ATP luminescence, 38.5C; percent above DMSO median, 100 means doubled | growth rescue, % at 18.8 µM | 320,000 compounds, 1% hits | AID 2716;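 active = every valid replicate shows activation above 250% relative to neutral control wells; inactive = the rest, any valid replicate at or below 250%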;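 also: OY570 slx delta 5 strain wells were the positive control but not used for scaling; some compounds called inactive have numbers as strong as hits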
PfHsp90 yeast 2 – growth inhibition of yeast expressing Plasmodium Hsp90; S. cerevisiae expressing PfHsp90, BacTiter-Glo ATP, 48 h; yeast lacking PDR1 and PDR3 efflux regulators; inhibition, % at 9.4 µM; 310,000 compounds, 0.32% hits; AID 504621;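 active = every replicate shows inhibition above about 80%, whatever the replicate mean, limit read from the data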;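 also: 0% = DMSO neutral controls and 100% = 20 µM radicicol positive controls; yeast relying on Plasmodium falciparum Hsp90 in place of its own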
Starred values were filed as active, the others as inactive; . = not tested or not shown.

canonical_smiles	HTR5A ag	MOR-DOR inv ag	PKA-R1A activ	E coli growth	AddAB inh	Pemphigus Ab inh	phage Ecoli inh	Mot1-301 SUMO	MOR-DOR ag	HTR5A inv ctr	PfHsp90 yeast 2
N#Cc1ccc(-c2c(-c3ccccc3)ncc3cc(F)ccc23)cc1	3	-2	0	0.5	0.9	105	1.2	-6	0.4	-9	-17
Cc1cc(C)nc(NC(=O)c2c(C(=O)O)noc2C)n1	-4	-1	-5	-0.3	0.8	94	1.5	-5	0.1	12	8
Cc1ccc(NS(=O)(=O)c2cc(NC(=O)C(C)Oc3ccccc3)ccc2C)c(C)c1 (stereo not given)	8	-10	0	0.7	1.7	93	0.9	-13	1.9	-2	23
O=C([C@@H]1CC=C[C@@H]2CCN(C3CC3)C(=O)[C@@H]21)N1CCN(c2ccccc2)CC1	3	17	6	-0.3	2.5	104	0.6	25	-3.7	-13	-14
Cc1cc(Cl)ccc1NC(=O)CN1CCCC1	4	10	-4	0.8	3.8	104	1.6	119	-1.9	-3	-5
O=C(CCCN1C(=O)c2ccccc2C1=O)Nc1ccccn1	0	14	1	-2.2	0.1	99	-0.9	3	-2.6	-24	8
NC(=S)NN=C1C2CC3CC(C2)CC1C3	7	-2	6	0.5	1.7	96	4.2	-9	0.3	-13	4
CCN(CC)C(=O)Oc1ccc2c(=O)c(-c3ccc(OC)cc3)c(C)oc2c1	2	0	-4	-1.9	0.3	104	3.5	-12	0.0	-4	.
Cc1ccccc1-c1nsc(SCC(=O)NCc2ccc3c(c2)OCO3)n1	0	2	0	1.3	0.5	.	1.8	33	-0.3	-10	8
CCOC(=O)c1c(NC(=S)NC)sc2c1CC(C)(C)SC2	0	-5	-7	-2.5	-0.3	102	2.9	-14	1.1	-14	-3
Cc1nn(CC(=O)N(CC(C)C)C2CCS(=O)(=O)C2)c(C)c1[N+](=O)[O-] (stereo not given)	4	15	-1	1.1	-0.4	129	2.3	-17	-2.8	-15	10
[O-][n+]1c2ccccc2cc2ccccc21	-4	-13	-10	5.8	10	96	7.7	-2	2.2	10	-13
CCOC(=O)c1cc(S(=O)(=O)N2CCN(C(=O)OCC)CC2)cn1C	4	-6	-13	1.3	-0.4	110	2.2	-6	1.1	-14	4
O=C(Nc1ccc(S(=O)(=O)N2CCCC2)cc1)c1cccc(OC(F)F)c1	2	-3	0	4.7	4.3	102	6.0	-34	0.5	-7	11
Cc1c(C(=O)N/N=C/c2ccc(N(C)C)cc2)[nH]c2ccc(Cl)cc12	4	10	17	0.0	-0.2	86	5.4	4	-2.1	-1	-5
CC(C)C(CO)N1CCN(Cc2ccccc2)CCC1=O (stereo not given)	9	17	-3	2.4	1.3	103	1.8	-9	-3.0	3	2
O=S(=O)(CCNCCc1ccccc1)NCc1ccccc1	-2	11	-10	.	.	104	3.6	.	-2.3	9	-16
CCn1cnnc1SCC(=O)c1c(N)n(C2CC2)c(=O)[nH]c1=O	5	10	-7	-0.3	1.9	101	1.9	-17	-2.6	-13	-4
O=C(CCCN1C(=O)c2ccccc2C1=O)Nc1nnc(C2CC2)s1	-2	20	-5	-0.2	0.1	97	3.7	104	-4.1	10	-4
Cc1nc2nc(SCC(=O)NCCCN3CCCC(C)C3)nn2c(C)c1Cc1ccccc1Cl (stereo not given)	2	15	-6	-2.5	1.2	.	2.2	-19	-2.7	-16	-8
CC(=O)N=c1c(C#N)cc2c(=O)n3cccc(C)c3nc2n1Cc1ccco1	.	.	.	1.0	1.2	102	0.1	0	.	.	.
Cc1n[nH]c(=O)c2c1nnn2Cc1ccc(F)cc1	3	12	4	0.6	1.5	103	1.3	41	-2.5	-11	-14
CC(=O)Nc1ccc(S(=O)(=O)NCCC(=O)OCC(=O)c2ccccc2)cc1	0	22	-6	3.2	1.5	96	2.4	-9	-4.5	21	2
Cc1n[nH]c(=S)n(/N=C/c2cccs2)c1=O	1	11	-2	-0.7	3.0	95	0.3	-4	-2.2	-46	0
Cc1noc(C)c1CSc1nc2ccccc2c(=O)n1-c1ccccc1	-7	0	-14	0.3	2.9	.	0.0	-17	-0.1	18	-37
COc1ccc(/C=C/C(=O)OCC(=O)NCC2CCCO2)cc1 (stereo not given)	7	-19	-12	-3.1	2.0	106	1.7	-2	2.6	-19	0
COc1cccc(C2NC(=O)NC(C)=C2C(=O)Nc2cc(OC)ccc2OC)c1 (stereo not given)	9	-9	-1	2.1	1.4	104	-1.5	3	1.7	-24	4
O=C(Nc1cccc(NC(=O)c2cccc([N+](=O)[O-])c2)n1)c1cccc([N+](=O)[O-])c1	-3	-116	-2	1.3	0.8	112	1.2	-30	24*	11	-9
O=[N+]([O-])c1cccc(/C=N/Nc2cc(Cl)nc(-c3ccccc3)n2)c1	3	-4	-9	-0.9	3.6	93	3.3	-6	0.9	19	13
CS(=O)(=O)N(Cc1ccccc1)c1ccc(C(=O)NCCSc2ccccn2)cc1	1	13	-7	0.3	1.1	127	4.4	4	-2.4	-13	9
Cc1ccc(NC(=O)c2nc[nH]c2C(=O)N2CCCCC2)c(C(=O)c2ccccc2)c1	3	5	6	-2.0	3.3	.	3.3	3	-1.3	-8	0
COc1ccc(C2C(C(=O)N3CCOCC3)=C(C)NC3=C2C(=O)CC(C)(C)C3)c(OC)c1 (stereo not given)	2	21	7	-0.9	0.5	.	4.2	33	-4.2	-6	.
COc1ccccc1-c1cc(C(=O)N2CCN(c3ccccc3OC)CC2)no1	1	-12	-7	-2.5	-0.8	101	.	2	2.2	-39	3
Cc1cn2c(-c3ccc(Cl)cc3)nnc2s1	2	2	-3	2.7	6.2	114	2.3	5	-0.4	-4	18
CCOc1cc(NC(=S)Nc2cccc(OC)c2)c(OCC)cc1NC(=O)C1CC1	0	-9	1	-1.6	-3.2	96	0.2	5	1.7	-1	18
CCOc1ccc(Nc2ncnc3c2cnn3C)cc1	1	11	3	-0.2	4.3	107	3.2	7	-2.2	-2	7
N#CCn1c(CCl)nc2ccccc2c1=O	-3	19	-12	1.2	0.2	89	2.3	-9	-4.1	7	12
Cc1ccc(N(CC(=O)N2CCc3ccccc32)S(=O)(=O)c2cccs2)cc1	1	2	-5	-0.2	-1.1	105	2.0	127	-0.3	-16	3
Cc1nn(CC(=O)NCC(C)c2ccccc2)c(=O)c2cc3occc3n12 (stereo not given)	4	11	5	-0.1	2.0	95	2.4	77	-2.1	7	17
CS(=O)(=O)Nc1ccc(C(=O)Nc2ccc(S(=O)(=O)N3CCCC3)cc2)cc1	4	13	0	-3.5	2.6	99	1.4	5	-2.5	-10	14
Cc1ccc2c(C)cc[n+](CCCS(=O)(=O)[O-])c2c1	9	-11	0	-0.4	1.8	106	-1.1	-19	2.1	-33	-14
O=C(NNC(=O)C1CC=CCC1)c1ccccc1Cl (stereo not given)	8	-9	-5	.	.	115	2.9	-7	1.6	-8	-3
Cc1cc(C)n2nc(C(=O)OCC(=O)Nc3cc(Cl)ccc3C)nc2n1	3	12	-9	0.5	2.0	111	2.7	205	-2.8	-7	-7
O=C1/C(=C\c2ccco2)NC(=S)N1c1ccccc1	3	-29	-14	0.6	5.4	95	2.3	-7	4.1	-8	-37
O=C(Nc1nnc(-c2ccco2)s1)C1CC1	3	9	-2	-0.8	2.3	102	2.6	4	-1.9	-1	17
Fc1ccc(COc2ccc(/C=N/n3cnnc3)cc2)cc1	1	-11	0	0.3	0.4	104	2.9	-21	1.8	12	.
Cc1cc([N+](=O)[O-])nn1CCCC(=O)NC1CCCCC1	0	4	-5	-1.6	0.3	125	0.8	266	-0.7	-16	-18
O=C(CN1CCN(Cc2ccccc2)CC1)N/N=C/c1cccs1	0	10	2	-0.8	1.3	102	3.3	192	-2.0	-12	15
CC(=O)c1ccc(OCC(O)CN(C)CCOc2ccc(Br)cc2)cc1 (stereo not given)	7	5	-3	-2.5	3.1	.	2.0	207	-1.0	-21	1
O=C1C(=Cc2ccco2)CCCC1=Cc1ccco1	3	11	-1	.	.	.	-2.9	.	-2.3	-11	3
C[n+]1c(-c2ccccc2)sc([S-])c1-c1ccccc1	.	.	.	-0.1	-0.3	109	0.1	-5	.	.	.
CCCC[C@H]1C2=C3[C@@H](CC(C(=O)OC)=C[C@@H](C(=O)OC)[C@H]3C(C)(C)C2=O)n2c(=O)n(-c3ccccc3)c(=O)n21	13	16	-6	-2.6	0.6	100	0.8	0	-2.8	-36	-4
COc1ccccc1NC(=O)CSC1=NC(=O)C(Cc2ccccc2)C(=O)N1 (stereo not given)	0	5	-5	0.3	3.0	.	2.5	-2	-0.6	0	13
C=C1CC2C3CC[C@@]4(OCOC45COCO5)[C@@]3(C)C(O)CC2[C@@]2(C)CCC(=O)C=C12 (stereo not given in full)	0	-4	0	0.7	3.6	100	2.8	3	0.8	-5	15
NC(=O)N/N=C/c1ccc(N2CCOCC2)s1	0	16	-9	0.3	3.5	107	2.7	-7	-3.1	-4	8
CC(=O)N1CCN(S(=O)(=O)c2cccc(C(=O)Nc3ccc(C)cn3)c2)CC1	5	2	9	4.6	4.3	114	1.0	78	-0.5	17	-11
O=S(=O)(NCCn1cccc1)c1ccc2ccccc2c1	0	10	10	-1.0	5.1	106	5.5	-3	-1.8	1	-32
CC12CCC(=O)C=C1CCC1C2C(=O)CC2(C)C1CCC2(O)C(=O)CO (stereo not given)	-1	-5	4	-1.0	0.2	112	3.2	-2	0.9	3	10
CSc1nc(C)c(CCOCc2ccccc2)c(=O)[nH]1	-5	12	-7	-1.9	3.4	98	-0.9	-9	-2.1	-7	17
FC(F)(F)c1ccc(-c2nnc(-c3ccccn3)c(-c3ccccn3)n2)nc1	-3	2	0	1.3	1.8	113	1.5	4	-0.3	-9	-9

(list continues)
canonical_smiles	HTR5A ag	MOR-DOR inv ag	PKA-R1A activ	E coli growth	AddAB inh	Pemphigus Ab inh	phage Ecoli inh	Mot1-301 SUMO	MOR-DOR ag	HTR5A inv ctr	PfHsp90 yeast 2
O=c1c2ccccc2cnn1Cc1ccc(Cl)c(Cl)c1	6	-4	-3	-2.1	2.6	113	-0.8	-17	0.8	-18	-21
Cc1cc(=O)[nH]c(SCC(=O)N2CCCc3ccccc32)n1	3	20	3	-0.7	0.9	100	3.0	12	-3.5	-11	-15
O=c1cc(-c2ccc([N+](=O)[O-])cc2)c2cc3c(cc2[nH]1)OCCO3	-5	-5	-3	-2.1	-0.2	94	-0.5	-1	0.9	-20	-2
CCn1c(N)c(C(=O)Nc2ccccc2C(=O)OC)sc1=S	-6	-13	-6	1.6	2.0	110	0.7	-19	2.5	13	.

From PubChem BioAssay

Hits appear at their usual frequency; about 3.2% have a hit in one of these screens.
